# FID counter = displaces DNA intercalator in HCV helicase counter-screen. DNA fluorescent intercalator displacement, fluorescence. inhibition, % at 7.9 µM. 290,000 compounds, 0.17% hits. AID 1845; in the data active = inhibition above about 37%;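 note: 0% = vehicle and 100% = reference compound; higher means more ethidium bromide displaced from hairpin DNA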
# HCV NS3 hel inh = blocks Hepatitis C virus NS3 helicase unwinding; 290,000 compounds, 0.56% hits; NS3 helicase DNA unwinding, Cy5 molecular beacon fluorescence; inhibition, % at 10.9 µM; AID 1800;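 active = inhibition above the mean of all tested compounds plus 3 SD, set per campaign, cut at about 35% in these data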;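 note: 0% = DMSO wells and 100% = thioflavine S control wells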
#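 System: NS3 helicase fragment of HCV / Schedule: 1 h at 25 °C / Control set: DMSO alone as 0% and 110 µM thioflavine S as 100% / Reagent: Cy5/quencher beacon DNA duplex and ATP to start / Technique: Cy5 fluorescence / Replication: singlicate / Evaluation: % inhibition of end-to-start signal ratio versus controls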
# IDE cell inh = inhibitors of human insulin-degrading enzyme in cells; P14735; HEK cells, FAbetaB cleavage, fluorescence polarization; inhibition, % at 5.59 µM; 320,000 compounds, 0.41% hits; AID 434962;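 active = percent inhibition above the average of all tested compounds plus 3 SD, set per screening campaign, cut at about 16% in these data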;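 note: IDE supplied by intact live HEK cells; FP after avidin binding of uncleaved biotin substrate so inhibition keeps polarization high; 0% = DMSO wells and 100% = 60 µM reference IDE inhibitor Ii1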
# IMP-1 inhibitor = inhibitors of Pseudomonas aeruginosa IMP-1 metallo-beta-lactamase; purified IMP-1, nitrocefin hydrolysis, epi-absorbance fluorescence; inhibition, % at 5.6 µM; 290,000 compounds, 0.45% hits; AID 1556;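 active = inhibition above the mean plus 3 SD of all compounds in the same screening run, cut at about 4.5% in these data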;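 note: 0% = IMP-1 with DMSO and 100% = DMSO wells lacking enzyme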
#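 System: Purified IMP-1 | Read-out basis: Percent enzyme inhibition | Controls: IMP-1 with DMSO as 0%, enzyme-free DMSO as 100% | Replicates: One well per compound | Doses: 5.6 µM nominal single concentration | Detection: Epi-absorbance fluorescence, 480 nm excitation, 530 nm emission | Incubation: 25 °C, 15 min preincubation, 25 min reaction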
# UBC9 SUMO inh = inhibitors of human SUMOylation (UBC9); P63279; HTRF SUMOylation assay, SAE1/SAE2 + UBC9, in vitro; inhibition, % at 35 µM; 290,000 compounds, 0.36% hits; AID 2006; in the data active = inhibition above about 50%, passing the limit was not always enough; note: strong numbers were not always called active
# M18AAP inhibitor = blocks P. falciparum M18 aspartyl aminopeptidase; AID 1822; recombinant PfM18AAP, H-Glu-NHMec fluorogenic cleavage; 290,000 compounds, 1.2% hits; inhibition, % at 7.35 µM;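 active = inhibition above the campaign mean inhibition over all tested compounds plus 3 SD, cut at about 28% in these data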;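 note: 0% = plate median of test compound wells and 100% = 2 mM ZnCl2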
# p-CIP stab down = compounds decreasing mouse p/CIP protein stability | Q05BA5 | F442A p/CIP-EGFP cells, EGFP fluorescence, 16 h | decrease of EGFP signal, % at 10 µM | 290,000 compounds, 0.01% hits;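 active = EGFP signal decrease of at least 30% at 10 µM or well 3 SD below plate mean, unless failing retest; inactive = the rest, including hits failing retest or dose response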; note: some compounds called inactive have numbers as strong as hits; many of its hits are not listed in these tables
# Target sequence (Q05BA5 1-1403): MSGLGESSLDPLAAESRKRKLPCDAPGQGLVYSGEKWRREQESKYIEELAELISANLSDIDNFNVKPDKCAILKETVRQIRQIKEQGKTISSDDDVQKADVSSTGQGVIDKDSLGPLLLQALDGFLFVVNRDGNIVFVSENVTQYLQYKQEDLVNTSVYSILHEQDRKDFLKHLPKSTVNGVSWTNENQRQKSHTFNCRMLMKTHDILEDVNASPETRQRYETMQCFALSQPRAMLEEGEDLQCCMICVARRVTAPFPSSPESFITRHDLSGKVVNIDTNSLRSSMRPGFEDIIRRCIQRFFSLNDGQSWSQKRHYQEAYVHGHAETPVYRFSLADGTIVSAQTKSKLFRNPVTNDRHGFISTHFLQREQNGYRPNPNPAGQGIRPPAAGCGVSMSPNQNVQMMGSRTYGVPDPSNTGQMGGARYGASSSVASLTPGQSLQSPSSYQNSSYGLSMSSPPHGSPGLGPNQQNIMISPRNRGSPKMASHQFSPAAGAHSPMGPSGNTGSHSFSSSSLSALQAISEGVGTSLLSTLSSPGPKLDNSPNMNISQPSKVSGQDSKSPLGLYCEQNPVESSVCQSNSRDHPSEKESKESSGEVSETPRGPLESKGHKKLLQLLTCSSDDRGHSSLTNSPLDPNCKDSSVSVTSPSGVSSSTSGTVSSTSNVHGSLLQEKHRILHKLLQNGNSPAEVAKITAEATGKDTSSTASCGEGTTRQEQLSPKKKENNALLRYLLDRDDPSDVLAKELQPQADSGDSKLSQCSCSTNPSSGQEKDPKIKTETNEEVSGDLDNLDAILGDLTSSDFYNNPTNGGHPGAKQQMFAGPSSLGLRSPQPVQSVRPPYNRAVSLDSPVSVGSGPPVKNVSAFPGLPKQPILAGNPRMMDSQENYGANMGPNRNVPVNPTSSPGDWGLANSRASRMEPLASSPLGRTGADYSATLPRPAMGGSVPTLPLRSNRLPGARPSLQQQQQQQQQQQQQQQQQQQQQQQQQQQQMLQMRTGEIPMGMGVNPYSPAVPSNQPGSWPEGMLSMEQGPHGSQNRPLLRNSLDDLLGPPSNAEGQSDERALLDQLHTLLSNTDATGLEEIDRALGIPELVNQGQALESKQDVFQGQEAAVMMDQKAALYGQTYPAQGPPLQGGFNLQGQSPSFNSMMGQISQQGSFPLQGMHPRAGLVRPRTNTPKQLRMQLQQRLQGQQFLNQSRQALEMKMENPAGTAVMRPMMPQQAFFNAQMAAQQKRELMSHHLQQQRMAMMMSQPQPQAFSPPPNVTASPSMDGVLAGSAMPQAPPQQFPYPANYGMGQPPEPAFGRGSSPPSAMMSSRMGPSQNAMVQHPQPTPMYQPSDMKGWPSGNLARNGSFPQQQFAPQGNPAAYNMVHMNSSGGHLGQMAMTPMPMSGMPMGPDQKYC
# VIM-2 inh = inhibitors of Pseudomonas aeruginosa VIM-2 metallo-beta-lactamase. purified VIM-2, nitrocefin hydrolysis, epi-absorbance fluorescence. inhibition, % at 5.6 µM. 290,000 compounds, 0.89% hits;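 active = inhibition above the mean of all tested compounds plus 3 SD, cutoff set per screening run, cut at about 7.5% in these data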;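 note: red hydrolysis product quenches plate fluorescence so inhibitors raise well fluorescence; 0% = enzyme with DMSO and 100% = DMSO without enzyme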
# IDE cell activ = activators of human insulin-degrading enzyme in cells; P14735; HEK cells, FAbeta-B cleavage, fluorescence polarization; 0% vehicle, 100% cell-free pure enzyme wells; activation, % at 5.96 µM; 340,000 compounds, 0.073% hits; AID 493087;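 active = activation above the mean of all tested compounds plus 3 SD, set per screening campaign, cut at about 17% in these data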
# * hit, by the source's call; . = not tested or not shown.
SMILES,FID counter,HCV NS3 hel inh,IDE cell inh,IMP-1 inhibitor,UBC9 SUMO inh,M18AAP inhibitor,p-CIP stab down,VIM-2 inh,IDE cell activ
O=C(Cc1ccccc1)Nc1c2c(nn1-c1cccc(Cl)c1)CS(=O)(=O)C2,-6,2,2,-2.2,13,0,-1,-1.4,-6
O=C(NCc1cccnc1)Nc1cccc(NC(=O)NCc2cccnc2)c1F,2,7,-1,-3.0,-6,-4,-6,-1.5,8
O=C(COC(=O)c1ccccc1)NCCC1=CCCCC1,-11,4,-2,-1.4,-4,-1,-20,-0.2,-1
Cn1c(=O)c2c(nc(SCc3ccccc3F)n2C)n(C)c1=O,-14,-1,1,1.0,1,2,6,2.9,1
O=S(=O)(c1cccc(-c2nnc(-c3ccc(Br)cc3)o2)c1)N1CCCCCC1,0,0,0,-2.5,16,-1,-3,1.5,-2
COc1cc(NC(=O)CNc2cccc(S(=O)(=O)N3CCCC3)c2)cc(OC)c1,-12,20,-4,0.4,-1,-1,-10,2.3,-1
O=C(O)/C=C/C(=O)Nc1cccnc1,8,16,1,-3.9,21,12,10,-2.6,-2
Cc1cc(C)n(CC(=O)n2nc(C)cc2C)n1,4,2,-4,0.5,-12,-1,4,-3.7,-1
NC(=O)CN1C(=O)/C(=c2\sc3nc(=O)c(Cc4ccccc4)nn3c2=O)c2ccccc21,-8,-15,12,-2.3,26,-124,-15,-2.1,.
Cc1cc(C)c2c(N)c(C(=O)NN)sc2n1,-5,-10,0,-3.2,16,11,9,-0.9,-3
CCOc1ccc(/C=C/C(=O)N2CCOCC2)cc1OC,-14,2,0,-1.2,19,9,-10,-0.7,6
CN(C)c1nc(Nc2ccccc2)nc(Oc2ccc(=O)[nH]n2)n1,-8,0,-2,-1.8,22,-3,13,-1.5,0
COC(=O)C1=C(C)NC(=O)CC1c1ccccc1 (stereo unspecified),-2,-2,8,-1.7,1,-5,2,-1.2,6
CN(C)C(=O)Cn1c(SCC(=O)N2CCCc3ccccc32)nc2ccccc21,-17,4,7,0.3,8,-9,1,0.7,-5
CC(C)NC(=O)CC1(C(=O)NCc2ccc(Cl)cc2)CCCC1,-8,10,-8,-0.7,-8,-8,3,2.6,1
COc1ccc(N2CCN(C(=O)c3ccccc3N(C)S(=O)(=O)c3ccccc3)CC2)cc1,-45,1,5,-4.7,-5,-2,-2,-1.2,2
Cc1ccsc1-c1nc(CSCC(=O)NCc2ccc3c(c2)OCO3)c(C)o1,-25,-11,0,-0.8,20,9,-17,-3.0,2
O=C1CN(C(=O)COC(=O)Cc2ccsc2)c2ccccc2N1,-4,1,-2,-1.7,21,-15,-11,0.0,0
CS(=O)(=O)c1ccc2nc(NC(=O)C3COc4ccccc4O3)sc2c1 (stereo unspecified),-13,7,4,-3.6,-11,2,-1,-2.0,7
Cc1ccc(S(=O)(=O)N(CC(=O)O)c2ccc(Cl)c(C(F)(F)F)c2)cc1,-30,18,6,-3.0,8,-5,-4,1.6,6
O=C(NCCNC(=O)C1CC2CCC1C2)C1CC2CCC1C2 (stereo unspecified),-8,-9,0,-0.9,14,-9,-8,-0.7,5
O=C(O)C1CC=CCC1C(=O)Nc1ccccc1C(=O)N1CCN(c2ccc(F)cc2)CC1 (stereo unspecified),-16,6,4,-1.8,5,-1,1,0.1,4
O=C1CSC(c2ccccc2)N1c1cccnc1 (stereo unspecified),-3,1,4,-2.9,14,2,-6,-1.7,1
COc1cc2ccccc2cc1C(=O)Nc1ccc(N2CCN(C)CC2)cc1,.,.,5,.,19,.,-16,.,-1
CC(=O)Nc1nn(C)c2nc3cc(C)ccc3cc12,0,1,2,-3.2,17,5,-8,0.3,-5
CC(=O)c1cn(CC(=O)Nc2ccccc2C(F)(F)F)c2ccccc12,-13,-3,-1,-1.8,7,-2,-17,-1.6,-1
CCOC(=O)c1nn(-c2ccc(Cl)cc2Cl)c(=N)c(C#N)c1C,-9,10,5,-0.9,31,-16,-14,-0.8,.
COc1ccc(CCNC(=O)Nc2ccccc2[N+](=O)[O-])cc1,0,1,3,-3.0,8,1,-8,0.0,.
COc1cc(/C=C2/SC(=S)NC2=O)ccc1OS(=O)(=O)c1ccc(C)cc1,-2,53*,1,-4.8,42,-13,6,-0.9,-1
COc1ccc(C(=O)N2CCN(c3nc(C4CC4)nc4sc(C)c(C)c34)CC2)cc1,-30,-18,-1,-3.3,-10,4,3,1.2,1

# Not a retest: an excerpt of the list.
SMILES,FID counter,HCV NS3 hel inh,IDE cell inh,IMP-1 inhibitor,UBC9 SUMO inh,M18AAP inhibitor,p-CIP stab down,VIM-2 inh,IDE cell activ
O=C(Cc1ccccc1)Nc1c2c(nn1-c1cccc(Cl)c1)CS(=O)(=O)C2,-6,2,2,-2.2,13,0,-1,-1.4,-6
O=C(NCc1cccnc1)Nc1cccc(NC(=O)NCc2cccnc2)c1F,2,7,-1,-3.0,-6,-4,-6,-1.5,8
O=C(COC(=O)c1ccccc1)NCCC1=CCCCC1,-11,4,-2,-1.4,-4,-1,-20,-0.2,-1
Cn1c(=O)c2c(nc(SCc3ccccc3F)n2C)n(C)c1=O,-14,-1,1,1.0,1,2,6,2.9,1
O=S(=O)(c1cccc(-c2nnc(-c3ccc(Br)cc3)o2)c1)N1CCCCCC1,0,0,0,-2.5,16,-1,-3,1.5,-2
COc1cc(NC(=O)CNc2cccc(S(=O)(=O)N3CCCC3)c2)cc(OC)c1,-12,20,-4,0.4,-1,-1,-10,2.3,-1
O=C(O)/C=C/C(=O)Nc1cccnc1,8,16,1,-3.9,21,12,10,-2.6,-2
Cc1cc(C)n(CC(=O)n2nc(C)cc2C)n1,4,2,-4,0.5,-12,-1,4,-3.7,-1
NC(=O)CN1C(=O)/C(=c2\sc3nc(=O)c(Cc4ccccc4)nn3c2=O)c2ccccc21,-8,-15,12,-2.3,26,-124,-15,-2.1,.
Cc1cc(C)c2c(N)c(C(=O)NN)sc2n1,-5,-10,0,-3.2,16,11,9,-0.9,-3

# (list continues)
SMILES,FID counter,HCV NS3 hel inh,IDE cell inh,IMP-1 inhibitor,UBC9 SUMO inh,M18AAP inhibitor,p-CIP stab down,VIM-2 inh,IDE cell activ
CC(C)c1ccc(NC(=O)CCNC(=O)Cn2cnc3ccccc3c2=O)cc1,-27,-2,10,-3.4,8,-3,-25,-2.6,-2
CCc1c(C)c2ccc(OCC(=O)OC)cc2oc1=O,-2,-4,4,-1.2,9,2,0,2.4,11
CCCC/C(C)=N/NC(=O)C(=O)NCCc1ccccc1,-8,8,-6,-3.0,-42,10,1,-3.9,5
CC(C)Oc1ccc(C(CC(=O)N2CCOCC2)C(C)C)cc1 (stereo unspecified),-33,9,6,0.8,1,-7,-12,-2.6,1
O=C1C(Cc2ccccc2)NC(=S)N1c1ccccc1 (stereo unspecified),-4,-4,4,-1.1,14,18,1,-0.4,8
CN1CCc2c(sc3nc(SCC(=O)N4CCOCC4)nc(N)c23)C1,5,7,4,-3.6,9,5,6,-2.8,0
Cc1ccc(CCNC(=O)c2ccc3nc4ccc(Cl)cc4c(=O)n3c2)cc1,-3,-12,-5,-0.1,4,-10,-6,-1.2,4
CN(C)C(=O)CSc1nnc(-c2cccnc2)n1-c1ccccc1,-4,4,8,-1.7,6,-7,-13,-2.2,-14
COc1ccc(CCNC(=O)C/C(C)=N/NC(=O)COc2ccc(C)cc2Br)cc1OC,-32,7,7,-4.6,1,1,-4,-3.9,-5
Cc1nonc1NC(=O)CSc1nc2c(C)cccc2cc1C#N,-9,1,5,-2.2,-1,7,-69,-4.3,-6
O=C(CN1CCCN(S(=O)(=O)c2ccc(F)cc2)CC1)Nc1ccccc1Br,-13,-4,11,-6.2,19,-2,-20,-4.8,-2
COc1ccc(CNC(=O)CCCn2nc([N+](=O)[O-])cc2C)cc1,4,-1,-6,-3.3,9,5,-9,-4.3,3
Cc1ccccc1-n1nc(C)c(N=O)c1N,-10,6,5,-1.7,16,2,1,-2.4,5
Cc1c(C)c2ccc(OC(C)C(=O)NC3CCN(Cc4ccccc4)CC3)cc2oc1=O (stereo unspecified),3,-12,-3,-1.4,.,2,-9,6.3,2
COc1cc(/C=N/n2nnnc2N)ccc1OC(C)C,-7,7,.,-2.6,1,3,-16,-2.5,1
O=c1cc(N2CCCCC2)nc2n1CCCS2,-4,8,-2,-0.5,16,1,-14,-2.2,8
Cc1ccc(NS(=O)(=O)c2ccc(CCC(=O)N3CCOCC3)cc2)cc1,-13,-1,4,-0.3,-12,4,3,-2.9,0
CCOC(=O)C1(CCOc2ccccc2)CCN(Cc2cccn2-c2cccnc2)CC1,4,-14,2,-0.5,1,1,8,0.0,6
O=c1[nH]c(/C(Cl)=C/c2cc(Cl)ccc2O)nc2cc(Cl)ccc12,3,7,0,-4.1,-3,2,4,-0.6,-1
O=C(/C=C/c1cccc([N+](=O)[O-])c1)NCCSCc1ccco1,-3,-4,-4,-4.6,5,2,-7,-1.4,1
CCN(CC)CCn1cnc2c([nH]c3cccc(OC)c32)c1=O,-9,42*,6,-3.5,17,1,-8,5.8,0
O=C(C1CCCN(c2ncnc3c2nc2n3CCCCC2)C1)N1CCN(c2ccccc2F)CC1 (stereo unspecified),-67,-21,3,-1.4,-3,-1,2,1.5,-2
OC(CNC1CCCC1)COc1ccccc1Br (stereo unspecified),5,-37,.,-2.2,-1,-3,5,-0.1,6
Cc1cc(C)n(-c2nncc(-c3ccccc3)n2)n1,-12,-2,-3,-4.3,-4,-1,-11,-3.0,2
O=S(=O)(c1cccc2cccnc12)n1cnc2ccccc21,-4,-5,0,-5.0,12,4,1,-1.8,3
CCOc1ccc(NC(=S)Nc2ccc(C)c([N+](=O)[O-])c2)cc1,1,14,-1,-4.3,-4,-36,4,-2.4,3
Cc1ccc(-c2cnc(NC(=O)CCC(=O)N(C)Cc3ccccc3)n2C)cc1,-23,-16,1,-1.8,-7,-4,-14,-3.7,2
CC(C)(C)c1nc(SCC(=O)c2ccccc2)c2ccccc2n1,-10,-2,0,-2.6,-22,4,6,-4.9,4
NC(=O)CSc1nnc2n(N)c(=O)c3ccccc3n12,-5,-3,3,-3.7,11,-4,-3,-2.6,4
CC(C)CCSc1nc2ccccc2[nH]1,-3,8,1,-2.2,17,-13,2,-0.7,3
